Bioassay records deposited in PubChem BioAssay by Southern Research Specialized Biocontainment Screening Center.
PhoP GFP inhibition: PhoP regulon inhibitors, Salmonella typhi PhoP promoter GFP reporter, confirmatory (AID 1850). Salmonella Typhi PhoP-promoter GFP reporter, fluorescence, 4 h; higher % means a stronger effect. one-dose inhibition, % at 50 µM; IC50 in µM for titrated hits. 0.33% of 310,000 active; in the data active = a potency from the dose series; inconclusive = inhibition mostly from about 25% at the one dose, without a potency; inactive = the rest, 99 in 100 with inhibition below about 19%;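 also: 0% = induced wells with vehicle and 100% = uninduced wells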
H1N1 NS1A inhibition: H1N1 influenza NS1A inhibitors, functional cell based assay (AID 504329); NS1A functional cell-based assay, percent inhibition; higher % means a stronger effect; inhibition, % at 12.5 µM, or IC50 in µM where a hit was titrated; 0.3% of 340,000 active; in the data active = a potency from the dose series; inconclusive = inhibition above about 27% without an active follow-up result; also: strong numbers were not always called active
tuberculosis growth: growth inhibition of non-replicating M. tuberculosis (AID 488890); Mycobacterium tuberculosis non-replicating, growth inhibition; higher % means a stronger effect; inhibition, % at 25 µM, or IC50 in µM where a hit was titrated; 0.39% of 320,000 active; in the data active = a potency from the dose series; inconclusive = inhibition mostly from about 82% at the one dose, without a potency; inactive = the rest, 99 in 100 with inhibition below about 76%;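 also: plate controls were DMSO cells for no effect and high antibiotic wells for full effect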
M. tuberculosis HTS: M. tuberculosis growth inhibition, HTS (AID 449762) | 0.59% of 330,000 active | one-dose inhibition, % at 25 µM; IC50 in µM for titrated hits | M. tuberculosis H37Rv growth inhibition, 7H9 media; higher % means a stronger effect; in the data active = a potency from the dose series; inconclusive = inhibition above about 70% without an active follow-up result;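 also: bacterial growth assessed after seven days of incubation; strong numbers were not always called active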
inhibitors of VEEV: inhibitors of VEEV TC-83 cytopathic effect, confirmation, Vero cells (AID 588727) | one-dose inhibition, % at 20 µM; IC50 in µM for titrated hits | 0.13% of 350,000 active | Vero cells, VEEV TC-83 cytopathic effect inhibition; higher % means a stronger effect; in the data active = a potency from the dose series; inconclusive = inhibition mostly from about 14% at the one dose, without a potency; inactive = the rest, 99 in 100 with inhibition below about 12%; also: strong numbers were not always called active
inhibitors of VEEV 10K pilot screen: second read-out of inhibitors of VEEV, no call of its own (marks repeat the call); inhibition, %; measured here: 10K pilot screen inhibition
Active calls of the source: *; i = inactive; u = inconclusive; x = not tested or not shown.

SMILES | PhoP GFP inhibition | H1N1 NS1A inhibition | tuberculosis growth | M. tuberculosis HTS | inhibitors of VEEV | others
Cn1c(SCC2CCCO2)nnc1-c1cccc([N+](=O)[O-])c1 (configuration not stated) | -16% | -9% | -12% | 1% | i
O=C(NCC1CCCO1)/C(=C\c1ccco1)NC(=O)c1ccc(Cl)cc1 (configuration not stated) | -5% | 2% | -6% | -4% | 0.1%
CCOC(=O)C1(Cc2ccc(OC)cc2)CCN(C(=O)c2cc3ccccc3[nH]2)CC1 | 3% | -7% | 32% | 7% | 3.9%
CCCCOc1ccc(C(=O)NCC(=O)NC2CCC(C)CC2)cc1 (configuration not stated) | 7% | 10% | -4% | 9% | 0.3%
O=C(O)c1ccccc1C(=O)OCCCc1ccncc1 | 2% | -4% | 4% | -3% | 0.4%
COc1ccc(OC)c(NC(=O)COc2coc(CN3CCCc4ccccc43)cc2=O)c1 | 6% | -17% | 31% | 66% | 0.4%
Cc1ccc(/C=N\Nc2cn[nH]c(=O)c2Cl)cc1 | -3% | 7% | -4% | 1% | 6.6%
CC(=O)NNC(=S)NCCc1ccccc1 | -15% | -3% | -2% | 12% | i
CCOC(=O)Nc1ccc(Cc2ccncc2)cc1 | -6% | -5% | 37% | 3% | 1.6%
COc1cc(NC(=O)CSc2cc(C)c3cc(C)cc(C)c3n2)c(C(=O)O)cc1OC | -9% | -8% | 17% | 9% | 2.2%

At a glance, 2 of the compounds above.
SMILES | PhoP GFP inhibition | H1N1 NS1A inhibition | tuberculosis growth | M. tuberculosis HTS | inhibitors of VEEV | others
Cn1c(SCC2CCCO2)nnc1-c1cccc([N+](=O)[O-])c1 (configuration not stated) | -16% | -9% | -12% | 1% | i
O=C(NCC1CCCO1)/C(=C\c1ccco1)NC(=O)c1ccc(Cl)cc1 (configuration not stated) | -5% | 2% | -6% | -4% | 0.1%

Following part.
SMILES | PhoP GFP inhibition | H1N1 NS1A inhibition | tuberculosis growth | M. tuberculosis HTS | inhibitors of VEEV | others
CCc1ccccc1NC(=O)c1cc(-c2ccco2)on1 | 1% | 3% | 42% | -11% | i
c1ccc(-n2c(Sc3cnccn3)nnc2-c2cccs2)cc1 | -3% | -16% | 2% | -1% | i
CCOC(=O)CSc1nnc(CSc2nc3ccccc3s2)n1C | -19% | 5% | u | -3% | i
CCOC(=O)c1c(N)n[nH]c1-c1ccc(OC)cc1 | -5% | -1% | -1% | 1% | i
O=C(NC1CCC(O)CC1)c1cc(-c2ccc(Cl)cc2)nc2ccccc12 (configuration not stated) | x | -11% | 34% | 8% | 8.3%
CCc1cc(CC)c(/C=N/NC(N)=O)c(CC)c1/C=N/NC(N)=O | -2% | -7% | -1% | 9% | 1.3%
COC(=O)C1=CN(C)C=C(C(=O)OC)C1c1ccc(Cl)cc1Cl | 4% | 5% | -3% | 1% | i
Cc1ccc(CS(=O)(=O)CCC(=O)NCCc2ccccc2)cc1 | 3% | -4% | 8% | 0% | 0.4%
CCCCN(Cc1ccco1)C(=O)c1cc2c(=O)[nH]c3ccc(C)cc3c2s1 | -6% | 7% | 5% | -2% | 11%
COc1ccc(-n2nnnc2-c2cn(C)nc2C(F)(F)F)cc1 | 18% | 1% | -1% | -3% | 0.6%
Cc1noc(C)c1CSCC(=O)Nc1ccc(Br)cc1Cl | 1% | -15% | 0% | 21% | 5.5%
COc1cccc(N2C(=O)C3CCCN3C2c2ccc(Cl)cc2)c1 (configuration not stated) | 3% | -7% | 25% | -12% | 0.9%
COc1cccc(C(=O)Nc2nnc(-c3ccc(F)cc3)o2)c1 | 16% | -13% | 8.2µM* | u | 4.6%
CCN1CCN(c2cc(C)c3cc(NC(=O)c4ccc(C)c(C)c4)ccc3n2)CC1 | 6% | 26% | 57% | 37% | 2.9%
CCOc1ccc(NC(=S)NN2CCN(C)CC2)cc1 | 7% | 3% | -12% | -6% | 1.7%
O=C(COc1ccc(Cl)cc1)OCC(=O)N1CCCC1 | -4% | -17% | 58% | 32% | 0.1%
CN1CCN(S(=O)(=O)c2ccc(N3CCN(C(=O)c4ccccc4)CC3)nc2)CC1 | 6% | -1% | 1% | -3% | 1.5%
CN(C)S(=O)(=O)c1ccc(C(=O)N(c2ccccn2)c2ccccn2)cc1 | -8% | 2% | 3% | -2% | 2.3%
Fc1cccc(NC(=S)NCc2ccc(Cl)cc2)c1 | 28% | -2% | u | 4% | 1.8%
CC(C)(C)c1ccc(C(=O)N2CCN(c3nc4ccccc4o3)CC2)cc1 | 4% | 0% | -2% | -6% | 1.2%
COc1ccccc1N1CCN(S(=O)(=O)c2ccc3c(c2)NC(=O)C(C)C(=O)N3)CC1 (configuration not stated) | 5% | 1% | 36% | -8% | 2.4% | inhibitors of VEEV 10K pilot screen=0.0
CCOc1c(Cl)cc(CNC(C)C(O)c2ccccc2)cc1OC (configuration not stated) | 4% | -6% | 11% | -1% | 0.1%
Cc1cc(/C=N/NC(=O)C(=O)NCc2ccccn2)c(C)n1-c1cccc(Br)c1 | -1% | 2% | -15% | 1% | 0.6%
Cc1ccccc1N=Cc1cc2c(cc1[N+](=O)[O-])OCO2 | -10% | 11% | 30% | -5% | 0.4%
COc1ccc(NC(=O)CSc2nc3c(c(=O)n2-c2ccc(F)cc2)SCC3)cc1 | -3% | 6% | x | 2% | 0.9%
O=C(NC1CCCC1)C1CCC(=O)N1CCc1ccccc1 (configuration not stated) | -11% | -14% | -6% | -4% | i | inhibitors of VEEV 10K pilot screen=0.3
Cn1cc([N+](=O)[O-])c(C(=O)Nc2ccc(C3CCCCC3)cc2)n1 | -19% | -8% | 16% | 12% | 9.9µM*
N#C/C(=C(/O)COC(=O)COc1cccc(Br)c1)c1nc2ccccc2[nH]1 | 8% | -13% | 23% | 6% | 2.4%
CCCN1C2CCCC1CC(NC(=S)Nc1cccc(C)c1C)C2 (configuration not stated) | 5% | 5% | 9% | 0% | i
COc1ccc(/C=C/c2nnc(NC(=O)CSc3ccc(Cl)cc3)s2)cc1 | 0% | -4% | -24% | -2% | 1.3%

Random excerpt: 4 compounds from above.
SMILES | PhoP GFP inhibition | H1N1 NS1A inhibition | tuberculosis growth | M. tuberculosis HTS | inhibitors of VEEV | others
N#C/C(=C(/O)COC(=O)COc1cccc(Br)c1)c1nc2ccccc2[nH]1 | 8% | -13% | 23% | 6% | 2.4%
COc1ccccc1N1CCN(S(=O)(=O)c2ccc3c(c2)NC(=O)C(C)C(=O)N3)CC1 (configuration not stated) | 5% | 1% | 36% | -8% | 2.4% | inhibitors of VEEV 10K pilot screen=0.0
CCOc1c(Cl)cc(CNC(C)C(O)c2ccccc2)cc1OC (configuration not stated) | 4% | -6% | 11% | -1% | 0.1%
CCCN1C2CCCC1CC(NC(=S)Nc1cccc(C)c1C)C2 (configuration not stated) | 5% | 5% | 9% | 0% | i

Returning to the listing; the three compounds before the break are reprinted first.
SMILES | PhoP GFP inhibition | H1N1 NS1A inhibition | tuberculosis growth | M. tuberculosis HTS | inhibitors of VEEV | others
N#C/C(=C(/O)COC(=O)COc1cccc(Br)c1)c1nc2ccccc2[nH]1 | 8% | -13% | 23% | 6% | 2.4%
CCCN1C2CCCC1CC(NC(=S)Nc1cccc(C)c1C)C2 (configuration not stated) | 5% | 5% | 9% | 0% | i
COc1ccc(/C=C/c2nnc(NC(=O)CSc3ccc(Cl)cc3)s2)cc1 | 0% | -4% | -24% | -2% | 1.3%
Cc1[nH]c(=O)[nH]c(=O)c1/C=N/NC(=O)CCCCCNC(=O)OC(C)(C)C | -7% | 8% | -3% | 1% | i
CSCC[C@H](NC(=O)[C@H](Cc1ccccc1)n1c(=O)[nH]c2ccccc2c1=O)C(=O)N[C@@H](Cc1ccccc1)C(=O)O | 16% | 3% | -8% | -8% | 0.4%
O=C(COC(=O)c1cc(=O)[nH]c2ccccc12)c1ccc(Br)cc1 | 10% | -9% | -22% | -2% | i
O=c1c2ccccc2nc(Cc2ccccc2)n1-c1ccc(O)cc1 | 4% | -10% | 2% | 4% | 8.0%
O=C(c1c(O)cc(O)cc1O)C1c2c(cc(O)c3c2O[C@H](c2ccc(O)cc2)[C@@H](O)C3)OC1c1ccc(O)cc1 (some centres not stated) | x | 4% | -16% | -7% | 0.7% | inhibitors of VEEV 10K pilot screen=5.4
CCOC(=O)CCc1c(C)c2ccc(OCC(=O)N(CC)CC)c(C)c2oc1=O | 2% | 4% | 7% | 6% | 3.3%
COC(C(=O)Nc1cc([N+](=O)[O-])ccc1C)c1ccccc1 (configuration not stated) | 2% | -7% | -2% | 7% | i
O=C1OC(Cc2ccncc2)C(O)=C1C1=NCCCN1 (configuration not stated) | -8% | -9% | 3% | 7% | 1.3%
Cc1ccc(CC2CC(=O)N(Cc3ccco3)C2=O)cc1 (configuration not stated) | -16% | 3% | 26% | 1% | 4.2%
COc1ccc(S(=O)(=O)c2ccccc2)cc1NS(=O)(=O)c1cccc(C(=O)O)c1 | x | -10% | -3% | -7% | 6.3%
CN1CCC(=O)N([C@H](CN=[N+]=[N-])c2ccccc2)CC1 | 6% | 2% | 25% | 3% | 1.4%
O=C(CN1C(=O)C2C3C=CC(C3)C2C1=O)Nc1ccc(C(=O)O)cc1 (configuration not stated) | -6% | 2% | 4% | -1% | 0.4%
O=C(Nc1ccc2c(c1)C(=O)N(c1ccccc1)C2=O)C1CCCO1 (configuration not stated) | 4% | 11% | -7% | 2% | i
Cc1oc2c(CN3CCCCC3)c(O)ccc2c(=O)c1-c1ccc(Br)cc1 | -4% | -9% | 12% | 8% | 0.5%
O=C(CNCC1CCCO1)NCc1ccco1 (configuration not stated) | 3% | -5% | -4% | -3% | i
COc1ccc(C(=O)NN=C2CCCC2)c(OC)c1 | -2% | 17% | -9% | 0% | 0.7%
Nc1nc(=S)n(-c2ccccc2)[nH]1 | 11% | -5% | -2% | -4% | i
Cc1cc(NC(C)c2ccccc2)n2ncc(-c3ccccc3)c2n1 (configuration not stated) | -7% | -31% | 18% | 57% | 10%
CCc1ccccc1N1C(=O)CN(Cc2cc(OC)c(OC)c(OC)c2)C1=S | 6% | -27% | 9% | -2% | 1.3%
CCOC(=O)/C=C/C(=O)OCC(=O)Nc1c(Cl)cccc1Cl | -3% | 2% | -1% | 4% | 1.3%
C=CCOC(=O)c1cc(-c2ccc(/C=C3\C(=O)NC(=O)C(C#N)=C3C)o2)ccc1Cl | x | 21% | x | x | 0.3%
COc1ccc(N=Nc2c(N)n[nH]c2N)cc1 | 16% | 4% | -2% | 39% | 1.5%
O=C(CC(c1ccccc1)c1ccccc1O)NCc1ccccc1Cl (configuration not stated) | 0% | 11% | x | -9% | 9.8%
COc1ccc(NC(=O)N2CCNC(=O)C2CC(=O)Nc2ccc(F)cc2)cc1 (configuration not stated) | -2% | 9% | 0% | -10% | 4.0%
CC#CC(=O)N1CCC(CO)(CCc2ccccc2)CC1 | 1% | -15% | 2% | 6% | 0.1%
CC1(C)Cc2c(c(N3CCOCC3)nc3sc(C#N)c(N)c23)CS1 | -6% | 0% | 14% | 7% | 1.9%
CC1(C)CC(=O)c2c(S(C)(=O)=O)sc(Br)c2C1 | -2% | -21% | 5% | -13% | 9.5%
